# Insulin prom up = MIN6 insulin promoter up-regulation; z-score at 5 µM; AID 1625; actives 0.3% (n = 190,000); MIN6 insulin promoter-GFP reporter, high-content imaging; active compounds read high;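 active = z-score above 3 at 5 µM with at least 500 cells counted in the well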
# Dynein transport = blocks dynein driven cargo transport along microtubules; 3617.4 mouse cells, GR-EGFP nuclear translocation imaging; test concentration mostly 20 µM; stimulated with dexamethasone, 1 µM; active compounds read low; z-score, hits read low; actives 0.47% (n = 220,000); AID 1381;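 active = plate z-score of nuclear minus cytoplasmic receptor signal below a set negative limit, without overly bright fluorescence or cell loss, cut at about -3.5 in these data, passing the limit was not always enough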;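 also: z-score of nuclear minus cytoplasmic ring GR-EGFP intensity difference per well; some compounds called inactive have numbers as strong as hits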
#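 Buffer or medium: tetracycline-free induction medium containing charcoal-stripped FBS / Reagent: dexamethasone agonist, 1.0 µM final, for 30 min / Technique: automated 10x imaging of fixed Hoechst-stained cells / Times: induction 48 h, compound 1 h, agonist 30 min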
# bCat nuc transl = alters nuclear translocation of beta-catenin in HeLa cells; AID 1665; immunofluorescence imaging; nuclear translocation activity, % at 5 µM; actives 0.3% (n = 190,000);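 active = nuclear translocation activity above 50% at 5 µM, with a well cell count of 50 or more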;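 also: per-cell ratio of nuclear to cytoplasmic median beta-catenin stain intensity; plate controls were DMSO negative control for no effect and GSK-3 inhibitor IX positive control for full effect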
#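 System: Human HeLa cells, endogenous beta-catenin | Compound dosing: 5 µM primary, 0.02–20 µM confirmation | Timing: 24 h compound exposure at 37°C, 5% CO2 | Measured by: Fluorescence imaging of beta-catenin antibody stain plus DAPI | Read-out basis: % activation of per-cell nuclear versus cytoplasmic median beta-catenin signal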
# Myeloid diff MLP = compounds promoting myeloid differentiation; actives 1% (n = 360,000); calls only at 10 µM; ER-HoxA9 myeloid progenitors, lysozyme-GFP differentiation, flow cytometry;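 active = normalized GFP-positive differentiation at or above the plate's own cutoff, the solvent-only control mean plus 3 SD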;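 also: cells exposed to compound for four days before flow analysis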
# TNAP activators = stimulation of alkaline phosphatase TNAP activity – biochemical, luminescent, no phosphate acceptor, uHTS, primary screen (AID 1001); one-dose activation fold at 20 µM; EC50 in µM for titrated hits; actives 0.03% (n = 200,000); purified TNAP, luminescent activation assay, no phosphate acceptor; higher activation fold means a stronger effect; in the data active = activation fold from about 3, or a potency from the dose series; inactive = the rest, 99 in 100 with activation fold below about 1.6; also: many of its hits are not listed in these tables
# human PMI inhibition = MPI enzyme activity inhibition – biochemical, fluorescence intensity, coupled assay, primary screen (AID 1209); purified PMI enzyme, coupled fluorescence intensity; higher % means a stronger effect; actives 0.42% (n = 190,000); inhibition, % at 20 µM, or IC50 in µM where a hit was titrated; in the data active = inhibition above about 50%;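 also: plate controls were DMSO vehicle for no effect and wells lacking substrate for full effect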
# T cell HTS = T cell immune modulation candidate | calls only at 7 µM | 2C CD8+ T cell-vesicle binding, flow cytometry; active compounds read low | actives 0.068% (n = 330,000);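 active = response, share of CD8 T cells binding vesicles, and their 90th percentile fluorescence all below set limits, cut at about 80% in these data, passing the limit was not always enough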
#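 Also added: QL9-peptide-loaded Drosophila micro-vesicles bearing Ld, ICAM-1 and B7-1; Test system: purified 2C TCR transgenic mouse naive CD8+ T cells; Measured by: cytometric PE anti-B7-1 and Alexa647 anti-CD8 signals after 1% paraformaldehyde fixation; Timing: binding step 1.5 h, 37 °C, antibody labelling 20 min, ice.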
# Lipid droplet = hepatic lipid droplet formation modulation. actives 0.4% (n = 240,000). AML12 mouse hepatocytes, oleate lipid droplets, BODIPY imaging. inhibition, % at 6.5 µM;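 active = lipid droplet intensity inhibited by at least 50%, with more than 500 cells counted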
#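 Material: mouse AML12 hepatocyte cell line, fixed after treatment; Timing: compound with oleate, overnight; Technique: high-content imaging of BODIPY-stained droplets and DAPI nuclei; Probe or stimulus: oleate, 100 µM final; Dosing: compound at 6.5 µM only.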
# MT stabilizer = microtubule stabilizers in HeLa cells; actives 0.83% (n = 200,000); AID 2205; HeLa tubulin immunostaining HCS, 24 h; share of cells brighter than vehicle mean+2SD; % tubulin-high responders, % at 10 µM;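 active = plate Z-score above 3 for both tubulin-high and condensed-nucleus cell shares, with cell loss under 80%, at 10 µM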;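 also: anti alpha tubulin signal scored within the nucleus-defined area of each cell; some results filed as inactive read as strong as hits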
# Dynein transport cytoplasmic EGFP = also measured in Dynein transport; calls as there; z-score; measured here: cytoplasmic GR-EGFP intensity; active compounds read high
# Dynein transport nuclear GR-EGFP = also measured in Dynein transport; calls as there; z-score; measured here: nuclear GR-EGFP intensity;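 lower value marks the stronger effect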
# Dynein transport cell count = second read-out of Dynein transport, no call of its own (marks repeat the call); z-score; measured here: cell count per field
# Insulin prom up cell count = also measured in Insulin prom up; calls as there; cell count; measured here: cytotoxicity, nuclei count;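 total cells summed across four imaged fields per well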
# Lipid droplet cells 6.5 µM = second read-out of Lipid droplet, no call of its own (marks repeat the call); cell count; measured here: cell count, cytotoxicity flag;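 cells counted across two imaged fields per well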
# bCat nuc transl cell count 5 µM = second read-out of bCat nuc transl, no call of its own (marks repeat the call); cell count; measured here: cell count, cytotoxicity flag
# T cell HTS vesicle-bound % = recorded beside T cell HTS, whose call it bears; double positive events, %; measured here: CD8+ vesicle-bound cell fraction;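 binding gate set so that unloaded-vesicle control wells show 10% double positive cells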
# MT stabilizer Hoechst-high % = also measured in MT stabilizer; calls as there; % Hoechst-high responders; measured here: nuclear condensation Hoechst responders;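 share of cells brighter than vehicle mean plus two SD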
# MT stabilizer cytotoxicity % = further read-out of MT stabilizer, marked with its call; toxicity, %; measured here: cytotoxicity by cell density;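 0% = mean cell density of plate MIN control wells and 100% = no cells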
# Myeloid diff MLP GFP+ MAC1+ % = second read-out of Myeloid diff MLP, no call of its own (marks repeat the call); GFP+ MAC1+ double positive, %; measured here: differentiation confirmed by MAC1 staining
# * = called active by the depositor; i = inactive; / = not tested or not shown.
SMILES,Insulin prom up,Insulin prom up cell count,Dynein transport,Dynein transport cytoplasmic EGFP,Dynein transport nuclear GR-EGFP,Dynein transport cell count,bCat nuc transl,bCat nuc transl cell count 5 µM,Myeloid diff MLP,Myeloid diff MLP GFP+ MAC1+ %,TNAP activators,human PMI inhibition,T cell HTS,T cell HTS vesicle-bound %,Lipid droplet,Lipid droplet cells 6.5 µM,MT stabilizer,MT stabilizer Hoechst-high %,MT stabilizer cytotoxicity %
COc1ccc(NC(=O)/C=C/c2ccccc2[N+](=O)[O-])c(OC)c1,0.25,1579,3.5,-0.25,1,-0.73,-2.2,1167,i,0.8,1.1,-2%,i,34,-2,662,5.8,2.0,3.0
Cc1cc(C(C)(C)C)ccc1OCCOCCN1CCCC1,-0.12,1333,0.069,-0.24,0.14,0.46,3.0,531,i,0.3,1,-2%,i,48,-2,663,3.9,1.3,7.2
COc1cc(C)nc(N2CCCC(C(=O)Nc3cc(Cl)ccc3OC)C2)n1 (stereo not drawn),-0.55,1611,-0.68,-0.15,-0.98,-0.95,-0.3,1372,i,1.8,1,16%,i,28,/,/,2.2,1.6,9.4
CCOC(=O)CC1C(=O)NCCN1C(=O)c1cc2c(=O)n3cccc(C)c3nc2s1 (stereo not drawn),0.36,978,-0.35,-0.23,-0.013,-0.051,/,/,i,3.2,1.1,2%,i,14,/,/,3.7,2.8,3.8
Cc1nn(Cc2ccc(Cl)cc2Cl)c(Cl)c1/C=N/NC(=O)CNc1cccc(C(F)(F)F)c1,-0.02,1468,-1.2,0.32,-0.71,0.49,0.4,1093,/,/,1.1,12%,i,63,-19,595,6.3,7.5,10
Cc1nc2nc(-c3ccco3)nn2c(C)c1Cl,0.02,1428,1.8,-0.23,0.8,-0.63,/,/,i,0.2,1.1,7%,i,46,11,754,5.4,3.3,3.3
O=C(Cc1nnc(NC(=O)Nc2ccccc2)s1)Nc1ccccc1,0.31,982,1.3,-0.2,1.3,-0.8,0.1,1355,i,0.1,/,/,i,4,-7,732,/,/,/
CCc1ccccc1NC(=O)CN(C)C(=O)CSc1nc2cc(Cl)ccc2s1,0.75,1277,-1.1,0.087,-0.83,0.3,0.7,916,i,0.2,1,-16%,i,46,0,722,8.9,1.8,4.3
Nc1ccc(Oc2ccc3nc(-c4ccccc4)c(-c4ccc([N+](=O)[O-])cc4)nc3c2)cc1,-1,1394,0.061,-0.2,0.33,0.81,1.5,1333,i,1.1,1,4%,i,18,/,/,2.3,1.8,7.6
COc1ccc2nc(SC)c(C#N)cc2c1,0.09,1406,-0.13,-0.28,0.16,-0.24,-0.4,1407,i,1.1,1.1,4%,i,47,0,691,3.3,3.2,3.0
CCOc1ccc(C(=O)C(c2ccccc2)N2CCOCC2)cc1 (stereo not drawn),-0.62,994,3.2,-0.021,2.2,-2.4,0.1,1186,i,0.9,1.1,-13%,i,30,/,/,8.4,2.7,17
O=C1CC(N2CCCc3ccccc32)C(=O)N1c1ccccc1Cl (stereo not drawn),/,/,-0.79,-0.27,-0.36,0.99,-1.7,1075,i,1.4,1,-2%,i,18,7,721,3.1,1.8,8.5
O=c1cc(N2CCCCC2)c(-c2ccccc2)n[nH]1,-0.07,1228,0.24,-0.031,0.11,0.14,0.5,1089,i,0.1,0.9,-4%,i,60,-21,703,5.4,1.7,7.0
CN1CCN(C(=O)CSc2ccc(Cl)cc2)CC1,1.4,1644,-1,-0.24,-0.59,0.038,0.5,1509,i,0.3,1,/,i,29,-4,700,2.9,2.4,3.6
CN(C(=O)CSC1=Nc2ccccc2C2=NC(c3ccccc3)C(=O)N12)C1CCCCC1 (stereo not drawn),/,/,-0.11,-0.053,0.092,0.47,0.4,1090,i,0.4,1,-3%,i,10,-8,755,2.4,1.7,8.3
Cc1onc(-c2ccccc2)c1C(=O)NC(=S)NNC(=O)c1ccncc1,0.07,1315,0.8,-0.24,0.45,-0.055,-1.0,920,i,0.7,2.3,-3%,i,23,6,662,1.6,2.4,2.4
CN(C(=O)c1ccccc1OC1CCN(S(C)(=O)=O)CC1)C1CCOC1 (stereo not drawn),/,/,0.47,-0.21,0.097,-0.75,-0.4,1585,i,0.4,1.1,-6%,i,40,-1,638,1.3,1.6,1.0
O=C(CCN1C(=O)c2ccccc2S1(=O)=O)Nc1ccccc1O,0.28,1410,-0.81,-0.28,-0.55,0.49,/,/,i,0.3,1.1,-5%,i,20,11,747,1.6,3.8,5.0
CC1CCCCN1c1nnc(NC(=O)Cn2c(=O)oc3ccccc32)s1 (stereo not drawn),0.38,991,-0.35,-0.16,-0.036,0.27,/,/,i,1.6,1.1,6%,i,36,/,/,1.7,3.6,9.3
CCOc1ccccc1-c1nc(-c2cc3ccccc3nc2OC)no1,-0.23,1329,-0.75,-0.29,-0.14,0.47,-2.9,1028,i,0.1,1.1,16%,i,53,/,/,4.9,2.9,7.1

# Brought forward from above: 2 entries; new compounds follow.
SMILES,Insulin prom up,Insulin prom up cell count,Dynein transport,Dynein transport cytoplasmic EGFP,Dynein transport nuclear GR-EGFP,Dynein transport cell count,bCat nuc transl,bCat nuc transl cell count 5 µM,Myeloid diff MLP,Myeloid diff MLP GFP+ MAC1+ %,TNAP activators,human PMI inhibition,T cell HTS,T cell HTS vesicle-bound %,Lipid droplet,Lipid droplet cells 6.5 µM,MT stabilizer,MT stabilizer Hoechst-high %,MT stabilizer cytotoxicity %
CC1CCCCN1c1nnc(NC(=O)Cn2c(=O)oc3ccccc32)s1 (stereo not drawn),0.38,991,-0.35,-0.16,-0.036,0.27,/,/,i,1.6,1.1,6%,i,36,/,/,1.7,3.6,9.3
CCOc1ccccc1-c1nc(-c2cc3ccccc3nc2OC)no1,-0.23,1329,-0.75,-0.29,-0.14,0.47,-2.9,1028,i,0.1,1.1,16%,i,53,/,/,4.9,2.9,7.1
C=CCn1c(Sc2nncn2C)nc2c1c(=O)[nH]c(=O)n2C,/,/,-0.1,-0.21,0.27,1.1,0.2,484,i,0.6,1.1,-7%,i,19,-2,758,2.7,1.9,8.1
COc1ccc(NC(=S)NNC(=O)C2CC2c2ccc(C)cc2)cc1 (stereo not drawn),-0.57,1264,0.78,-0.3,0.024,-0.35,/,/,i,0.6,1,5%,i,24,-5,735,4.5,1.6,6.2
COc1ccc(NC(=O)CN2CC(c3ccccc3)CC2=O)cc1OC (stereo not drawn),-0.62,1190,-0.35,-0.23,0.14,0.87,4.1,928,i,1.1,1.1,-10%,/,/,14,761,2.9,2.0,7.3
CCn1cc(C(=O)Nc2cccc(C(=O)OC)c2)c(=O)c2ccc(C)nc21,0.04,1236,/,/,/,/,-1.0,1233,i,1.4,1,-2%,i,15,-1,813,/,/,/
O=C(NCCN1CCOCC1)c1cc(S(=O)(=O)NCCCN2CCCC2=O)ccc1Cl,0.13,1146,-0.4,-0.29,-0.094,0.26,0.1,1233,i,0.8,1.1,2%,i,69,7,762,5.7,4.0,5.4
CC(C)CNC(=O)c1ccc(NC(=O)c2cccs2)cc1,-0.31,1265,-0.57,-0.055,-0.59,0.016,/,/,i,0.3,1.1,5%,i,33,-27,717,1.1,4.7,9.7
COC(=O)CN1C(=O)C2(C(C#N)=C(N)Oc3c2c(C)nn3-c2ccccc2)c2ccccc21 (stereo not drawn),0.2,1060,-1.8,0.2,-0.82,0.13,-2.6,1237,i,3.2,1.1,16%,i,14,8,772,3.8,1.6,5.6
COc1ccc(NS(=O)(=O)c2ccc(N3CCOCC3)c(NC(=O)c3ccco3)c2)cc1,2.1,1034,-0.24,-0.24,0.33,0.31,-0.7,962,i,1.3,1.1,3%,i,34,-21,697,5.8,2.9,8.5
CCc1ccc(C(=O)CSc2nc3cc(S(=O)(=O)N4CCOCC4)ccc3n2CC)cc1,-0.12,1416,0.92,-0.28,0.19,0.62,1.0,1086,i,0.3,1.1,12%,i,42,115*,598*,3.7,2.0,4.1
Cc1cccc(C)c1OC(=O)CCN1C(=O)C2C3C=CC(C4CC34)C2C1=O (stereo not drawn),0.37,1627,0.55,-0.032,0.12,-0.098,-1.0,973,i,0.3,1,9%,i,52,12,629,1.8,2.1,11
O=c1cccccc1NCc1ccccc1,1.9,921,1,-0.29,0.5,-0.26,-3.2,1162,i,0.3,1.1,23%,i,11,2,737,2.4,1.8,7.9
Cc1cccc(N2CC34C=CC(O3)C(C(=O)O)C4C2=O)c1 (stereo not drawn),0.11,1545,-0.15,-0.45,0.22,-0.2,-1.2,1360,i,0.5,1.1,-2%,i,58,/,/,5.1,1.9,9.0
COc1cc(CCC(=O)OCc2nnc(-c3ccccc3)o2)cc(OC)c1OC,0.6,1093,0.67,-0.18,0.16,-0.081,-3.9,825,i,0.7,1.1,8%,i,52,/,/,3.3,2.2,1.4

# Screens as filed in PubChem.
